# S3 lipid droplet – qHTS Assay for Lipid Storage Modulators in Drosophila S3 Cells | Drosophila S3 cells, BODIPY lipid droplet fluorescence, 18-24 h; cells fed with added oleic acid | Potency in µM for hits, for the others lipid storage change, negative = inhibition, % at the top dose, mostly 46.1 µM | actives 0.64% (n = 320,000) | AID 2685; active = well fitted inhibition curve with a large enough effect in the signal ratio, with a control signal flat, not every such curve was filed as active; inconclusive = small, poorly fitted or top-dose-only effect, or effect the other way, or a change in a side signal; the % refers to the signal ratio
#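 Drosophila S3 cells got compounds at several concentrations plus oleic acid (400 uM solution). Laser-scanning cytometry with 488 nm excitation read lipid droplets at 500-530 nm and cells at 575-640 nm. Percent activity was relative to 20 uM Triacsin C.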
# S3 lipid droplet cell count max – second read-out of S3 lipid droplet, no call of its own (marks repeat the call); cell number change, %; measured here: cell count max response;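 cells counted by Cell Tracker Red CMTPX staining in the red channel; peak over a dose series mostly up to 46.1 µM; percent activity relative to internal control wells on each plate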
# The depositor's hits bear a star; i = inactive; ? = inconclusive; · = not tested or not shown; [ ] = remark or other dose. % is scaled to controls: 0 for no effect and ±100 for the full control effect; potency is read from the fitted curve at half-maximal effect.
# Second line of a record: S3 lipid droplet cell count max, S3 lipid droplet
O=C(Nc1nc2ccccc2s1)C1CC(=O)N(c2ccc(Cl)cc2)C1 (centres undefined)
 : 10, 7%
CCCc1nnc(NC(=O)c2cccc(OC)c2)s1
 : 10, -2%
COc1ccc(CNC(=O)CN(C(=O)c2csnn2)c2cccc3ccccc23)cc1
 : ·, ?
C=CCN1C(=O)c2ccc(C(=O)Nc3ccccn3)cc2C1=O
 : -2, i[0.0737 µM]
CC/C(C)=N/NC(=O)c1[nH]c2ccc(C)cc2c1-c1ccccc1
 : 9, -3%
COc1cc(C(=O)NCc2nnc(SCC(=O)N3CCc4ccccc43)o2)cc(OC)c1OC
 : ·, ?
CC(=O)c1ccc(S(=O)(=O)Nc2ccc(C(=O)N(C)CC(=O)Nc3cccc(C)c3C)cc2)cc1
 : ·, ?
O=C(CCC1CCCN(C(=O)c2ccccc2Cl)C1)N1CCN(c2ccccn2)CC1 (centres undefined)
 : ·, ?
COC(=O)C1CCN(C(=O)C2CCC(=O)N(CCc3cccc(F)c3)C2)CC1 (centres undefined)
 : ·, ?
C=CCNC(=O)C1CC(=O)N(c2ccc(OCc3ccccc3Cl)cc2)C1 (centres undefined)
 : ·, ?
Cc1ccccc1NC(=S)N(CCCN1CCOCC1)Cc1ccccn1
 : 1, -1%
CC1CC(C)CN(CCCNC(=O)c2ccc3c(c2)NC(=O)C(N2CCCCC2)S3)C1 (centres undefined)
 : ·, i
COCc1cc(C)nc2sc3c(=O)oc(C)nc3c12
 : ·, ?
COC(=O)CN(Cc1ccco1)S(=O)(=O)c1ccccc1
 : ·, 12%
O=S(=O)(c1cc(Cl)ccc1Cl)n1cccn1
 : -3, -10%
CCOc1ccc(C2c3c(oc4ccccc4c3=O)C(=O)N2CCCN2CCOCC2)cc1OCC (centres undefined)
 : ·, ?
CC(=O)Nc1ccc(NC(=O)CCCc2c[nH]c3ccccc23)cc1
 : ·, ?
CC1CCCCC12NC(=O)N(CC(=O)Nc1ccccc1F)C2=O (centres undefined)
 : ·, ?
COC(=O)C1CCN(c2cc(=O)n(-c3ccc(OC)cc3)c(=O)[nH]2)CC1
 : ·, ?
Cc1csc(NS(=O)(=O)c2ccc(Cl)cc2)n1
 : -4, -9%

# A stretch taken from the entries so far:
# Second line of a record: S3 lipid droplet cell count max, S3 lipid droplet
COC(=O)C1CCN(c2cc(=O)n(-c3ccc(OC)cc3)c(=O)[nH]2)CC1
 : ·, ?
Cc1csc(NS(=O)(=O)c2ccc(Cl)cc2)n1
 : -4, -9%

# Later entries:
# Second line of a record: S3 lipid droplet cell count max, S3 lipid droplet
Cc1cc(CN(C)C(=O)c2cc(COc3ccc4ncccc4c3)on2)on1
 : ·, ?
Cc1ccc(NC(=O)CN(C)C(=O)COC(=O)C(C)(C)Oc2ccc(Cl)cc2)cc1
 : -2, -24%
Cc1cc(NC(=O)c2ccc([N+](=O)[O-])cc2)no1
 : -12*, 0.58µM*
O=C(NNC(=O)C1COc2ccccc2O1)c1ccccc1O (centres undefined)
 : -16, 2%[0.0737 µM]
COc1ccccc1N1CCN(S(=O)(=O)c2c(C)[nH]c(C)c2C(=O)N2CCCC2)CC1
 : ·, ?
CSc1nsc(SC)c1NC(=O)Nc1ccccn1
 : -7, -1%
N#CCc1ccc(NS(=O)(=O)c2cccs2)cc1
 : ·, ?
O=C(O)c1cc(-c2ccc(/C=N/Nc3ccc(Cl)cc3)o2)ccc1Cl
 : 4, -1%
COC(=O)c1ccn(CC(=O)NC2CCCCC2)n1
 : 8, i
CCc1nc2c(sc3nc4c(cc32)COC(C)(C)C4)c(=O)n1CCN(CC)CC
 : ·, ?
Cc1cn(C2CC3OCC3O2)c(=O)[nH]c1=O (centres undefined)
 : ·, ?
CC(C)CCNC(=O)Cn1cc2c(n1)CCCCC2
 : ·, ?
Cc1nc2ccc([N+](=O)[O-])cc2c(=O)n1Cc1cccc(F)c1
 : ·, ?
COCCOc1cnn(-c2cc(Oc3ccc(C)cc3)ncn2)c(=O)c1Cl
 : ·, i
Cc1ccc(Cl)cc1NC(=S)NCc1cccn1C
 : 1, 20%
Cc1cccc(COc2ccc(/C=N/NC(=O)c3nnn(-c4nonc4N)c3COc3ccc(F)cc3)cc2)c1
 : ·, ?
NNC(=O)c1ccc(O)cc1O
 : ·, ?
CNCCCOc1ccc(C)cc1OC
 : ·, ?
COc1cc(/C=C(\C#N)C(=O)Nc2ccc(C(=O)O)cc2)ccc1OC(=O)c1cccc(F)c1
 : ·, ?
O=C(CSc1ccsc1[N+](=O)[O-])NC1CCCC1
 : 2, 9%

# Other results follow.
# Second line of a record: S3 lipid droplet cell count max, S3 lipid droplet
C/C(=C\c1ccco1)CN1CCC(N2CCC(C(=O)N3CCOCC3)CC2)CC1
 : -7, 0%
O=C(Cc1ccccc1)Nc1ccccc1N1CCN(c2ccccc2)CC1
 : 3, i
Cn1cc(Br)c(C(=O)NC2C3CC4CC(C3)CC2C4)n1 (centres undefined)
 : -12, -12%
Cc1ccc(N2CC(C(=O)Nc3nnc(SCCN4CCOCC4)s3)CC2=O)cc1 (centres undefined)
 : ·, ?
Cc1c(-c2ccccc2)nnn1-c1ccc(F)cc1F
 : 14, 10%
N#Cc1ccccc1NC(=O)C(=O)NCCCN1CCCC1=O
 : ·, ?
Cc1cc2nnc(SCC(=O)Nc3ccc(Cl)cc3)n2c(N)n1
 : ·, ?
COc1cc(C2C(C#N)=C(N)Oc3n[nH]c(C)c32)cc2c1OCO2 (centres undefined)
 : ·, ?
COc1ccc(/C=C/C(=O)C(C(N)=O)=C2SCCS2)cc1
 : 2, 3%
Cc1sc2nc(CSc3ccccc3)nc(N3CCN(C)CC3)c2c1C
 : ·, ?
Cc1cccn2c(=O)nc(SCC(=O)Nc3ccc4c(c3)OCO4)nc12
 : ·, ?
CCOc1ccccc1C(=O)NCC(=O)NCC(c1ccco1)N1CCCCC1 (centres undefined)
 : 5, 1%
CC(=O)NC(Cc1ccc(F)cc1)C(=O)O (centres undefined)
 : 18, 10%
COc1ccc(Cn2nnc3c(=O)[nH]c(C4CCCN(C(=O)c5ccccc5)C4)nc32)cc1 (centres undefined)
 : -5, -25%
COc1ccc(-n2nc(C(=O)NCC(=O)NCCN(C)C)c3ccccc3c2=O)cc1
 : 12, -1%
COc1cc(-c2nc3n(n2)C(c2ccc(F)cc2)C2=C(CCCC2=O)N3)cc(OC)c1OC (centres undefined)
 : 0, 7%
Nc1cc(=O)[nH]c(SCC(=O)Nc2ccc(Br)cc2)n1
 : ·, ?
N=c1occ(C(=O)c2cc(F)ccc2O)cc1C(=O)NC1CCCCC1
 : -21, -10%
CC1=NN(C(=O)CSCc2ccccc2)C(O)(c2ccccc2)C1 (centres undefined)
 : -10, 4%
Cc1cccc(C(=O)NCCNC(=O)c2cnccn2)c1
 : 18, i

# Among those listed so far, these contain two or more sulfur atoms.
# Second line of a record: S3 lipid droplet cell count max, S3 lipid droplet
Cc1csc(NS(=O)(=O)c2ccc(Cl)cc2)n1
 : -4, -9%
CSc1nsc(SC)c1NC(=O)Nc1ccccn1
 : -7, -1%
N#CCc1ccc(NS(=O)(=O)c2cccs2)cc1
 : ·, ?
O=C(CSc1ccsc1[N+](=O)[O-])NC1CCCC1
 : 2, 9%
Cc1ccc(N2CC(C(=O)Nc3nnc(SCCN4CCOCC4)s3)CC2=O)cc1 (centres undefined)
 : ·, ?
COc1ccc(/C=C/C(=O)C(C(N)=O)=C2SCCS2)cc1
 : 2, 3%
Cc1sc2nc(CSc3ccccc3)nc(N3CCN(C)CC3)c2c1C
 : ·, ?

# Additional structures follow.
# Second line of a record: S3 lipid droplet cell count max, S3 lipid droplet
O=C(O)C1=CC[C@@H](c2ccc(Cl)cc2)N(S(=O)(=O)c2ccc(Cl)cc2)C1
 : -12, 9%
Cc1ccc(C)c(N2CCN(Cc3nnnn3C3CCCCC3)CC2)c1
 : ·, i
CCc1ccc(NC(=O)c2cc(-c3ccc(OC)cc3)on2)cc1
 : ·, ?
CCOC(=O)c1nc2sc3c(c2c(=O)n1C(C)C(=O)OCC)CCCC3 (centres undefined)
 : -7, 0%
Cc1cc(C)c(S(=O)(=O)Cc2ccc(Cl)cc2)c(=O)[nH]1
 : -2, 10%
O=C(COC(=O)c1n[nH]c2ccccc12)Nc1ccc(S(=O)(=O)N2CCCC2)cc1
 : ·, ?
Cc1cc(C(=O)Nc2ccc([N+](=O)[O-])cn2)cs1
 : ·, i
COc1cc(CNc2ccc3[nH]c(=O)[nH]c3c2)cc(Br)c1OCc1ccccc1F
 : ·, ?
COc1cc(NC(=O)c2ccc(C(C)(C)C)cc2)c(OC)cc1NC(=O)CN1CCCCC1
 : -19, -6%
CCn1c(C)c(C)c2cc(C(=O)N3CCN(c4cccc(C)c4C)CC3)ccc21
 : 4, -17%
CC1CCc2c(sc3nc(CSc4ncn[nH]4)[nH]c(=O)c23)C1 (centres undefined)
 : 7, 12%
COc1ccc(C(=O)NC(=S)NNC(=O)c2cnccn2)cc1
 : ·, ?
CC(=O)c1ccc(OCC(C)C)c(CC(C(N)=O)C(N)=O)c1
 : ·, ?
CC(Sc1nnc(-c2cccnc2)n1C)C(=O)N1CCOCC1 (centres undefined)
 : ·, ?
COC(=O)c1cc(C(=O)Nc2cc(C)ccn2)cc([N+](=O)[O-])c1
 : -1, 19%
CCOc1nc2cnccc2n(CC(=O)Nc2cccc(C)c2C)c1=O
 : ·, ?
CC(=O)NCCC(=O)Nc1nc2ccc(Oc3ccccc3)cc2s1
 : ·, ?
Cc1ccccc1-c1nnn(CC(=O)Nc2cccc(S(N)(=O)=O)c2)n1
 : ·, i
C[C@@H](NC(=O)[C@@H]1Cc2ccccc2CN1)C(=O)NCC1CCCO1 (some centres undefined)
 : -10, i
Cc1nn(C(C)C(=O)NCCCc2ccccc2)c(=O)c2cc3occc3n12 (centres undefined)
 : ·, ?

# (next part)
# Second line of a record: S3 lipid droplet cell count max, S3 lipid droplet
CCN(CC)c1ccc(N2C(=O)/C(=C/c3cccs3)SC2=S)cc1
 : 16, 7%
Cc1ccc(S(=O)(=O)N[C@H](C(=O)NCC2CCC(C(=O)O)CC2)C(C)C)cc1 (some centres undefined)
 : 5, 21%
CC1=C(C(=O)N2CCCC(N3CCN(c4ccccc4C)CC3)C2)OCCO1 (centres undefined)
 : ·, ?
CCOC(=O)c1c(C)n(C)c2ccc(OC(=O)c3ccc(N4C(=O)CCC4=O)cc3)cc12
 : 3, 23%
CCOC(=O)c1ccc(NC(=O)NCc2ccccc2)cc1
 : 5, -3%
COc1cccc(NC(=O)[C@H](C)NC(=O)N2CCn3c2nc2ccccc23)c1
 : ·, ?
CCc1ccc(NC(=O)C2CC(=O)N=C(N)S2)cc1 (centres undefined)
 : 4, -3%
N#CC1=C(N)C(C#N)(C#N)[C@H](c2ccncc2)[C@H]2CC3(CC=C12)OCCO3
 : -13, -1%
O=C(Cc1ccc(Cl)cc1)c1c[nH]c(C(=O)NCc2cccnc2)c1
 : 6, 6%
O=C1c2ccccc2C(Nc2ccc(Cl)cn2)N1c1ccccn1 (centres undefined)
 : -5, 4%
COc1cccc(C(=O)O/N=C(\N)c2ccc(C)cc2)c1
 : ·, ?
COc1cccc(CNC(=O)c2ccncc2)c1
 : ·, ?
O=C(CSc1nc2ncc(Cl)cc2[nH]1)Nc1ccccc1-c1ccccc1
 : ·, ?
O=C(COC(=O)c1cc([N+](=O)[O-])ccc1NCc1ccccc1)NCc1ccccc1Cl
 : ·, 30%
CCN1C(=O)CC(c2ccccc2)CC1=O
 : ·, ?
Cn1cccc1/C=C1\SC(=S)N(NC(=O)c2ccccc2O)C1=O
 : ·, ?
Cc1ccc(Cn2nc(C)c(NC(=O)CSc3nc4c(c(C(F)(F)F)n3)CCc3ccccc3-4)c2C)cc1
 : ·, ?
O=C(NCCS(=O)(=O)NCc1ccco1)c1ccccc1
 : ·, ?
Cc1ccc(N(CC(=O)NCc2ccccc2)C(=O)CCC(=O)Nc2ccccn2)cc1C
 : 1, i
COc1ccc(N2C(=O)CC(N3CCN(S(=O)(=O)c4c(C)cc(C)cc4C)CC3)C2=O)cc1 (centres undefined)
 : ·, ?

# Following part:
# Second line of a record: S3 lipid droplet cell count max, S3 lipid droplet
O=C(O)CCCn1cc(NC(=O)COc2cc(F)ccc2[N+](=O)[O-])cn1
 : ·, ?
CCOc1ccc(CNC(=O)c2ccc3nc(N4CCOCC4)sc3c2)cc1
 : ·, ?
CC(=O)Nc1ccc(S(=O)(=O)NNC(=O)c2sc(=S)n(C)c2C)cc1
 : 3, 8%
Cn1c(O)c(/C=C2\C=NN=C2c2ccccc2)sc1=S
 : ·, ?
Cc1cc(C)nc(SCC(=O)Nc2ccc(S(=O)(=O)Nc3onc(C)c3C)cc2)n1
 : ·, ?
COc1ccc(NC(=S)NCc2cccn2C)cc1
 : ·, ?
C=CCC1(CC=C)CCCN1C(=O)C1CCC(=O)N(CCc2ccc(Cl)cc2)C1 (centres undefined)
 : ·, ?
CCOC(=O)NC(=O)CSc1nc2ccccc2[nH]1
 : ·, ?
Cc1cccn2c(=O)c3cc(C(=O)NCc4cccnc4)c(=N)n(C(C)C)c3nc12
 : ·, i
COCCNC(=S)N/N=C/c1ccc([N+](=O)[O-])cc1
 : 17, -1%
COCCCNC(=S)Nc1ccc(OC(F)F)cc1C
 : ·, ?
CC(=O)Nc1ccc(-c2sc(Nc3ccccc3)n[n+]2C)cc1
 : 2, i
CCCCc1cc(=O)oc2cc(O)ccc12
 : ·, ?
O=C(c1ccc(N2CCN(C(=O)c3cccc(F)c3)CC2)cc1)c1cccc(F)c1
 : ·, ?
O=[N+]([O-])c1cc(Br)c(Nc2ccccc2)c([N+](=O)[O-])c1
 : ·, ?

# These rows are one share of the data; count on the stated rates, not on these rows.
